Screening results from PubChem BioAssay.
EP2 antag: inhibitors of human EP2 prostaglandin E2 receptor. 260,000 tested, 0.52% active. AID 1422. inhibition, % at 25 µM. C6 glioma cells expressing human EP2, cAMP TR-FRET; cells stimulated with saturating PGE2;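 active = percent inhibition above 40 after rounding to a whole number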;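 note: rat C6 glioma host cells with rolipram phosphodiesterase inhibitor present; the protocol text gives 20 µM as final concentration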
eIF4E 4G PPI: eIF4E/eIF4G interaction inhibition in translation initiation. inhibition, % at 21.7 µM. 220,000 tested, 0.37% active. P63073+Q04637. AID 782. TR-FRET eIF4E-eIF4GI(517-606) binding, 2 h;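 active = inhibition above about 30%, limit read from the data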;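 note: 0% = full FRET control wells and 100% = background wells lacking eIF4GI fragment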
Target sequence (P63073 whole entry, looked up, the tested form may be a part): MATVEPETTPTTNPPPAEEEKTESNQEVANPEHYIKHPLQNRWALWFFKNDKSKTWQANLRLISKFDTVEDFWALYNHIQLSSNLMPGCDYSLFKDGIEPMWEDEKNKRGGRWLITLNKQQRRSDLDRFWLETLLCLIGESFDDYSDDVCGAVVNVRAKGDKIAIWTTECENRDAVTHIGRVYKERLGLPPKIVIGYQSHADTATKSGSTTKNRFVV
Target sequence (Q04637 whole entry, looked up, the tested form may be a part): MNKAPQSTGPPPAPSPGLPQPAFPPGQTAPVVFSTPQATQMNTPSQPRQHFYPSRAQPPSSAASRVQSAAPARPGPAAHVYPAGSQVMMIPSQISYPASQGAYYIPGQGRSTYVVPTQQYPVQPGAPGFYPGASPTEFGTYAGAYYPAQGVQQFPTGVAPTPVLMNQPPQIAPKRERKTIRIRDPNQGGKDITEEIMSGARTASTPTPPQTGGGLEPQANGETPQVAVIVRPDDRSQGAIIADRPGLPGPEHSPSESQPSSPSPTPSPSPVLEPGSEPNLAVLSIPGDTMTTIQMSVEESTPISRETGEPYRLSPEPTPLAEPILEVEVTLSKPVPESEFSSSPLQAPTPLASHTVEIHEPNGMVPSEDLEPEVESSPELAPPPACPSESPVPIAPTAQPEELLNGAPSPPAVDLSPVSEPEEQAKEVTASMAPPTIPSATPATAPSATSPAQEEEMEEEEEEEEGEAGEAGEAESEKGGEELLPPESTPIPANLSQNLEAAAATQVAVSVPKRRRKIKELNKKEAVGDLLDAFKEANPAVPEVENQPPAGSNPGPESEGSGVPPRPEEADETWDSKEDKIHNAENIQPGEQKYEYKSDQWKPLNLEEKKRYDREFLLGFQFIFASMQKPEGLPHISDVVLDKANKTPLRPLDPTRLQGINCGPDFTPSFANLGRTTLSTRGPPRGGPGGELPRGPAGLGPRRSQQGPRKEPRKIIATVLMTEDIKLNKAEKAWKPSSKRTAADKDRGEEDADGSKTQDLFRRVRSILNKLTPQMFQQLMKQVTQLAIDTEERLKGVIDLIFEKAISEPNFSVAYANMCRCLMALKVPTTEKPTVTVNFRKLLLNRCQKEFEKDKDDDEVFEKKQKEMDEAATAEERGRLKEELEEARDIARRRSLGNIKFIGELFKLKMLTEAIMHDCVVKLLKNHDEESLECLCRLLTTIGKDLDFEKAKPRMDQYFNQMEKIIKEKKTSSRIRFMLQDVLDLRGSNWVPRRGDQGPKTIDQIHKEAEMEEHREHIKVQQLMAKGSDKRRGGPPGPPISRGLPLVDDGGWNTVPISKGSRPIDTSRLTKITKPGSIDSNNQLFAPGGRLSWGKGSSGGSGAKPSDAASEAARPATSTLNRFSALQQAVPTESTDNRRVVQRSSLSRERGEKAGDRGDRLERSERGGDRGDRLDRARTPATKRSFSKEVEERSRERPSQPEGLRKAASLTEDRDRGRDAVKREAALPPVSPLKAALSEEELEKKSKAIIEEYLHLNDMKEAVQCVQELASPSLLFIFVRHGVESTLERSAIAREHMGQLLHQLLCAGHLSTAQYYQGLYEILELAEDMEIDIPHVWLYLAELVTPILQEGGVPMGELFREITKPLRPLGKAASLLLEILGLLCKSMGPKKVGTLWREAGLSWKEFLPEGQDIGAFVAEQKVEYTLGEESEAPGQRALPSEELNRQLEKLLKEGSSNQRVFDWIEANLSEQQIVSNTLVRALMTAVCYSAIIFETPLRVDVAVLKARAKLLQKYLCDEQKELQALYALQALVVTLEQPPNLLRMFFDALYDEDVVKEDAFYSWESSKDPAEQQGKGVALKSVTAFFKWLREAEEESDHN
Hck Nef HTS: human Hck-Nef kinase inhibition; inhibition, % at 20 µM; Recombinant Hck-YEEI plus Nef, Z-Lyte FRET kinase assay; 220,000 tested, 0.68% active;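 active = Hck-Nef kinase inhibition above about 50%, limit read from the data; inactive = inhibition below that limit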;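 note: 0% = DMSO with Hck plus Nef and 100% = Hck alone without Nef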
TbHK1 inh: blocks Trypanosoma brucei hexokinase 1 activity | inhibition, % at 10 µM | recombinant TbHK1, G6PDH-coupled NADH A340 | 220,000 tested, 0.11% active;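 active = inhibition of 50% or more in the single-dose primary screen; inactive = inhibition below 50%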
Rad51 HR inh: blocks human Rad51 in homologous recombination. hRad51 DNA strand exchange, fluorescence dequenching. inhibition, % at 10 µM. 200,000 tested, 0.085% active;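 active = inhibition above 40% at the single screening dose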;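 note: 0% = DMSO control wells and 100% = blanks with heterologous ssDNA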
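material = hRad51 filaments on single-stranded DNA | timing = filaments 15 min 37 °C, then compound 30 min | signal = FRET fluorescence dequenching, excitation 485 nm, emission 520 nm | benchmarks = control wells and blank wells on each plate | evaluation = percent inhibition relative to plate controls and blanks | compound = 10 µM final, single point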
Calpain2 inh: inhibitors of pig calpain II; purified calpain II, fluorogenic peptide substrate, 30 min; inhibition, % at 16 µM; 220,000 tested, 0.37% active; AID 1236;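 active = inhibition above about 50%, limit read from the data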
zVAD death inh: blocks zVAD induced death of L929 cells; viability rescue, % at 10 µM; L929 zVAD necroptosis rescue, ATP luminescence, 24 h; with zVAD 60 µM; AID 1377; 220,000 tested, 0.38% active;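 active = activation, scaled between plate controls, above about 75%, limit read from the data; inactive = activation under that limit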;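 note: 0% = zVAD with DMSO and 100% = DMSO alone without zVAD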
14-3-3 Bad PPI: disrupts binding of bovine 14-3-3 zeta to phospho-Bad peptide; TR-FRET 14-3-3zeta/Dy647-pBad peptide displacement, 1 h; inhibition, % at 21.7 µM; 220,000 tested, 0.71% active;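 active = inhibition above about 70%, limit read from the data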;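 note: 0% = full 14-3-3 plus peptide FRET controls and 100% = background without 14-3-3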
EP2 mod: modulators of human EP2 prostaglandin E2 receptor; 260,000 tested, 0.83% active; AID 940; induction, % at 25 µM; EP2-expressing cells, cAMP HTRF FRET, PGE2 co-stimulation; P43116;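 active = compounds whose cAMP rise, as percent of the full-agonist control response, exceeds 60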;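 note: rat C6 glioma line stably carrying human EP2 under a CMV promoter; the protocol text gives 20 µM as final concentration; 100% = response of wells given 1 µM PGE2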
Numbers without * were called inactive; nt = not tested or not shown; & = joins results of further samples; [ ] = another dose, or the depositor's remark. A portion of the library; rates above refer to the full screens.

The opening 2 entries, to show the layout:
no. | smiles | EP2 antag | eIF4E 4G PPI | Hck Nef HTS | TbHK1 inh | Rad51 HR inh
1 | CCOC(=O)Nc1ccc(S(=O)(=O)N2CCOCC2)cc1 | 2 | 0[fluorescence artefact?] | 6 | 1 | 1
2 | C/C=C(\C)C(=O)NCCN1C2=NC[C@@H](C)N2C[C@@H]1Cc1ccc(OC)cc1 | 4 | 0 | -3 | -3 | 7

no. | Calpain2 inh | zVAD death inh | 14-3-3 Bad PPI | EP2 mod
1 | -43 | 0.4 | 5 | -3
2 | 12 | -0.7 | 2 | -4

This part in full, previewed entries included:
no. | smiles | EP2 antag | eIF4E 4G PPI | Hck Nef HTS | TbHK1 inh | Rad51 HR inh
1 | CCOC(=O)Nc1ccc(S(=O)(=O)N2CCOCC2)cc1 | 2 | 0[fluorescence artefact?] | 6 | 1 | 1
2 | C/C=C(\C)C(=O)NCCN1C2=NC[C@@H](C)N2C[C@@H]1Cc1ccc(OC)cc1 | 4 | 0 | -3 | -3 | 7
3 | NC(=O)c1c(NC(=O)CSc2nc(N)cc(=O)[nH]2)sc2c1CCCC2 | 5 | -5 | 5 | -11 | -23
4 | C/C(CC1(O)/C(=N/O)CCc2nonc21)=N\O (stereo not drawn) | 12 | 3[fluorescence artefact?] | 0 | 5 | -9
5 | CC(=O)Nc1cccc2ncccc12 | 9 | 0 | 4 | -10 | -24
6 | C/C(CC(=O)Nc1ccccc1[N+](=O)[O-])=N\NC(=O)COc1ccccc1C | 3 | 5 | 1 | 3 | 5
7 | Cc1ccccc1OCC(=O)N/N=C/c1cccc(Oc2ccc([N+](=O)[O-])cc2[N+](=O)[O-])c1 | 2 | 1 | 16 | -4 | -4
8 | C/C(=N\Nc1ccc(S(N)(=O)=O)cc1[N+](=O)[O-])c1ccc2c(c1)OCO2 | 9 | 19 | 65* | -19 | 6
9 | Clc1cccc(Cl)c1Cn1nnc(N2CCCC2)n1 | 5 | -1 | 7 | 46 | 1
10 | Cc1ccc(CNC(=O)COC(=O)C2CCN(S(=O)(=O)c3cccs3)CC2)cc1 | 6 | 0 | 22 | 1 | 17
11 | CC1=C(C(=O)Nc2ccc(C)cc2)C(c2ccco2)NC(=O)N1 (stereo not drawn) | -5 | 6 | 4 | 4 | -2
12 | CC[n+]1c(/C=C(\C)OC)sc2ccccc21 | 7 | -3 | 22 | -55 | -3

no. | Calpain2 inh | zVAD death inh | 14-3-3 Bad PPI | EP2 mod
1 | -43 | 0.4 | 5 | -3
2 | 12 | -0.7 | 2 | -4
3 | 0 | 1.1 | 1 | -15
4 | -29 | -0.3 | 5 | 29
5 | -6 | -0.9 | 4 | 8
6 | 10 | 0.0 | -8 | -6
7 | -26 | 2.0 | 3 | 2
8 | -35 | -1.3 | 63 | -28
9 | -1 | -0.5 | 1 | -6
10 | -13 | 2.5 | -8 | 7
11 | -15 | -0.7 | 4 | 8
12 | -15 | 51 | 6 | 29

(more compounds)
no. | smiles | EP2 antag | eIF4E 4G PPI | Hck Nef HTS | TbHK1 inh | Rad51 HR inh
13 | COc1ccccc1NC(=O)NCc1ccco1 | 2 | 0 | 23 | -2 | -19
14 | O=C(Cc1ccccc1[N+](=O)[O-])NCc1ccc2c(c1)OCO2 | 18 | -8[fluorescence artefact?] | 0 | -8 | nt
15 | CS(=O)(=O)N(CC(=O)N1CCN(c2ccccc2F)CC1)C1CCCCC1 | 5 | 2 | 1 | 3 | 2
16 | FC(F)(F)c1cccc(Oc2nc(-c3ccccc3)nnc2C(F)(F)F)c1 | 6 | 0[fluorescence artefact?] | -1 | 6 | -2
17 | CCOC(=O)c1c(NC(=O)CCC(=O)N2CCOCC2)sc2c1CC(C)(C)OC2 | 17 | 2[fluorescence artefact?] | -1 | -7 | 10
18 | Cc1nn(-c2ccccc2)c(Cl)c1C1C(C#N)=C(N)OC2=C1C(=O)CCC2 (stereo not drawn) | 8 | 15 | -6 | 2 | 2
19 | c1ccc2nc3[nH]cnc3nc2c1 | 13 | 9 | -6 | -32 | 4
20 | COC(=O)Cn1cnc2c1c(=O)n(C)c(=O)n2C | 5&16 | 4[fluorescence artefact?] | 3 | 3 | 0
21 | COC(=O)C1=C(C(=O)c2ccccc2)C(c2ccc(OC)c(OC)c2)Nc2nnnn21 (stereo not drawn) | nt | 0 | 8 | 1 | nt
22 | CCN1CCN(C(=O)c2ccc(CN(c3ccccc3)S(=O)(=O)c3ccccc3)cc2)CC1 | 7 | 1 | 3 | 14 | -8
23 | O=C(/C(C=Nc1cccc(C(F)(F)F)c1)=C(/O)c1ccco1)C(F)(F)F | 3 | 10 | 6 | -14 | -5
24 | COc1cc(NC(=O)CSc2nnc3c(C)cc4c(C)ccc(C)c4n23)c(C(=O)O)cc1OC | 5 | 0 | 15 | 1 | -14

no. | Calpain2 inh | zVAD death inh | 14-3-3 Bad PPI | EP2 mod
13 | -32 | 3.7 | -9 | -8
14 | 15 | 0.3 | -5 | 24
15 | -9 | 0.0 | 2 | 5
16 | -20 | 7.0 | -9 | 34
17 | -1 | -0.1 | 2 | 12
18 | -30 | 0.5 | -7 | 11
19 | -133 | 0.9 | 7 | 6
20 | 10 | 2.0 | -15[fluorescence artefact?] | 4&17
21 | -10 | 0.3 | -9 | 16
22 | 1 | -0.1 | -11[fluorescence artefact?] | 16
23 | 6 | 1.9 | -1 | -5
24 | 31 | 0.7 | 12 | 1

Part of the list above, limited to Rad51 HR inh and EP2 antag.
no.	Structure	Rad51 HR inh	EP2 antag
19	c1ccc2nc3[nH]cnc3nc2c1	4	13
20	COC(=O)Cn1cnc2c1c(=O)n(C)c(=O)n2C	0	5&16

Looked up above:
COc1cc(NC(=O)CSc2nnc3c(C)cc4c(C)ccc(C)c4n23)c(C(=O)O)cc1OC @ EP2 mod: 1
CCOC(=O)c1c(NC(=O)CCC(=O)N2CCOCC2)sc2c1CC(C)(C)OC2 @ Calpain2 inh: -1
O=C(/C(C=Nc1cccc(C(F)(F)F)c1)=C(/O)c1ccco1)C(F)(F)F @ Rad51 HR inh: -5
c1ccc2nc3[nH]cnc3nc2c1 @ EP2 mod: 6

The results go on:
no. | smiles | EP2 antag | eIF4E 4G PPI | Hck Nef HTS | TbHK1 inh | Rad51 HR inh
25 | CCOc1cc(CNCCc2ccccc2)ccc1OCC(=O)NC(C)(C)C | 10 | -1 | 0 | 0 | 0
26 | COc1ccccc1C(=O)Nc1nsc(-c2ccccc2)n1 | 1 | 2 | 20 | -8 | 0
27 | O=c1c2cc(N3CCOCC3)ccc2[nH]c(=S)n1CCc1ccccc1 | 10 | 2 | 0 | -15 | nt
28 | CS(=O)(=O)N1CCN(C(=O)COc2ccc3ccccc3c2)CC1 | 6 | 6 | -8 | 0 | -11
29 | COc1ccc(NC(=O)NCc2ccco2)c(OC)c1 | 8 | 0 | 2 | -7 | nt

no. | Calpain2 inh | zVAD death inh | 14-3-3 Bad PPI | EP2 mod
25 | 3 | -0.7 | 10 | 9
26 | -8 | 7.3 | 5 | -8
27 | -222 | 12 | -14 | 31
28 | -6 | -0.2 | -1 | -7
29 | 11 | 0.2 | 2 | 13
